uPA surface inh: cell surface uPA generation inhibition; hit rate 0.31% among 330,000; Potency, µM (highest dose often 38.3 µM), for inactives: at the top dose activity change, negative = inhibition, hits mostly inhibitors; cell surface uPA generation assay, qHTS; active means well fitted inhibition curve with a large enough effect; inconclusive means small, poorly fitted or top-dose-only effect; inactive means no such curve, though single readings can be large or run the other way; tested in mouse RAW 264.7 cells; further: on the % scale 0 is the no-effect control and ±100 the full control effect; nearly all actives have a fitted effect of over 55% in size
p53 reactivator: re-activators of mutant p53; H1299 p53-A138V BP100-luciferase reporter, luminescence, 24 h; Potency, µM (titrated, usually from 92.2 µM), inactives show at the top dose activity change, positive = activation, actives largely listed as activators; hit rate 0.063% among 320,000; AID 504706; further: % of control where 0% means no effect; nearly all actives have a fitted effect of over 45% in size
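H1299 (p53-null), stable ts p53-A138V + BP100-Luc; 1000 cells/well, Opti-MEM/10% FBS; cpd 4 pt, 1:5; 24 h, 37 deg C, 5% CO2; detection reagent 10 min RT; luminescence.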
Rab9 promoter act: Rab9 promoter activation. Potency, µM (doses to about 9.22 µM), for the others: top-dose activation, negative = inhibition, usual class: activators. Huh7 Rab9 promoter-luciferase reporter, luminescence, 24 h. hit rate 2.8% among 320,000; further: % of control where 0% means no effect; nearly all actives have a fitted effect of over 60% in size
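Using Huh7 cells stably transfected with Rab9 promoter–luciferase, compounds were incubated 24 h at 37 °C, 5% CO2; luciferase luminescence was read 10 min after reagent addition.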
RORgamma inh: inhibitors of mouse ROR gamma transcriptional activity | P51450 | Drosophila S2 Gal4-RORgamma UAS-luciferase reporter, 20 h | Potency, µM (highest dose often 53.6 µM), inactives show at the highest dose activity change, negative = inhibition, usual class: inhibitors | hit rate 5.4% among 310,000 | AID 2551; further: on the % scale 0 is the no-effect control and ±100 the full control effect; nearly all actives have a fitted effect of over 60% in size
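ROR gamma transcriptional activity was tracked as Gal4-UAS luciferase output in stably transfected Drosophila Schneider cells, with compound added 1 hr before 700 uM copper sulfate induction and a 20 hr ambient-temperature incubation.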
NPC1 prom act: activators of NPC1 promoter | hit rate 2.4% among 320,000 | Huh7 NPC1 promoter luciferase reporter, 24 h | Potency, µM (doses to about 9.22 µM), without a hit: at the top dose activation, usual class: activators | AID 485313;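 further: % of control where 0% means no effect; nearly all actives have a fitted effect of over 60% in size; reporter is driven by a mutant NPC1 promoter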
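Stable NPC1-promoter luciferase Huh7 line; cpd (DMSO) 24 h, 37 °C, 5% CO2; Amplite luciferase reagent 10 min RT; luminescence readout. qHTS format.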
FLuc modulator: counter-screen for miR-21 project: firefly luciferase inhibitors or activators; hit rate 6.9% among 360,000; P08659; purified FLuc, Km substrates, luminescence inhibition; AID 588342; Potency, µM (titrated, usually from 57.5 µM), for the others: at the highest dose activity change, negative = inhibition, hits mostly inhibitors;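 further: plate controls were vehicle for no effect and reference inhibitor for full effect; nearly all actives have a fitted effect of over 55% in size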
Target sequence (P08659 whole entry, looked up): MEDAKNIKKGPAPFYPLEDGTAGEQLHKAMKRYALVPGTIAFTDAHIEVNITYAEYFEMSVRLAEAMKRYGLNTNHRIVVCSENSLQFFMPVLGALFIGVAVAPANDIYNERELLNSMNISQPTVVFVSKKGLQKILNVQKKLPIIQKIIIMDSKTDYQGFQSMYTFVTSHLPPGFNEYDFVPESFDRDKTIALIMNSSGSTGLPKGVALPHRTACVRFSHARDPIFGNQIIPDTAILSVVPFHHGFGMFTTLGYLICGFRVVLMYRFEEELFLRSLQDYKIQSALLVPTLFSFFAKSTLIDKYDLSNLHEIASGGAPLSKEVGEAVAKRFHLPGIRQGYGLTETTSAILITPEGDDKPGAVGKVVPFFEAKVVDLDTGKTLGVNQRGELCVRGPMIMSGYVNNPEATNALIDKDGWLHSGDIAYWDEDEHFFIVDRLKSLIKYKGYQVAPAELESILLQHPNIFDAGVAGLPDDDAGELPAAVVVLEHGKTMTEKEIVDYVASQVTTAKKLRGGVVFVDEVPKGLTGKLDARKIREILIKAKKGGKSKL
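Biochemical qHTS of compounds, final roughly 60 µM downward over six points, against 10 nM purified firefly luciferase using Km concentrations of substrates (10 uM D-luciferin, 10 uM ATP) in Tris acetate pH 7.5 buffer; luminescence output.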
MBNL1 CUG block: inhibitors of human MBNL1 binding to CUG repeat RNA | Potency, µM (doses to about 57.5 µM), inactives show at the top dose activity change, negative = inhibition, usual class: inhibitors | hit rate 0.036% among 280,000 | TR-FRET MBNL1-His/biotin-(CUG)12 binding, 665/545 ratio; active means well fitted inhibition curve with a large enough effect in the signal ratio, with a control signal flat, not every such curve was filed as active; inconclusive means small, poorly fitted or top-dose-only effect, or effect the other way, or a change in a side signal; inactive means no such curve, though single readings can be large or run the other way; the % refers to the signal ratio; further: on the % scale 0 is the no-effect control and ±100 the full control effect
Target sequence (Q9NR56 whole entry, looked up): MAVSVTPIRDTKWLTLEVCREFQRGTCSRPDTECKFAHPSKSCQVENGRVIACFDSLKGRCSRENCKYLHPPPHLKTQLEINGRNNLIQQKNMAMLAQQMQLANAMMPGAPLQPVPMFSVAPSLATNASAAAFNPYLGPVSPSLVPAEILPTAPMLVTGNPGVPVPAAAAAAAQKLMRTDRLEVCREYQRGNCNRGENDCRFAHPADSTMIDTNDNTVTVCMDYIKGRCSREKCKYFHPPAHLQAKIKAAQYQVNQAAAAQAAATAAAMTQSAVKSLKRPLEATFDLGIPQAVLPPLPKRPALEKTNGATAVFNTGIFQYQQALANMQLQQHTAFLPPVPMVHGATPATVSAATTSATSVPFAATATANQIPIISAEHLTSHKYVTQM
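MBNL1-His + Biotin-(CUG)12, cpd titration 92 nM–58 uM; Tb anti-His Ab 0.055 ng/ul, SA-XL665 5 nM (final); 60 min RT; ratiometric 665/545 nm, Ex 340 nm; normalized to buffer and full-complex controls.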
BRCA1 expr up: increases BRCA1 expression; hit rate 1.1% among 380,000; Potency, µM (highest dose often 46.1 µM), inactives show at the highest dose activation, most hits filed as activators; MCF7-BRCA1-FFLuc reporter, luminescence, 48 h; response scale: scaled: vehicle 0%, 10 µM genistein 100%; further: nearly all actives have a fitted effect of over 80% in size; some results filed as inactive show a strong effect at the top dose
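MCF7 cells carrying a BRCA1-firefly luciferase reporter (2000 cells/well, phenol-red free MEM) were attached for 2 h at 37 °C, then given compounds for 48 h. Luminescence was read 15 min after luciferase reagent; activity normalized to genistein (10 microM) and DMSO.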
ELG1 genotox: inducers of genotoxicity in HEK293T ELG1-luciferase cells | AID 504466 | hit rate 1.3% among 330,000 | Potency, µM (top dose mostly 46 µM), without a hit: top-dose activity change, positive = activation, hits mostly activators | HEK293T ELG1-luciferase reporter, luminescence, 16 h; further: % of control where 0% means no effect; nearly all actives have a fitted effect of over 60% in size
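Cells (2,000/well) expressing the ELG1-luciferase fusion are dosed by pin tool and kept 16 hr at 37 °C, 5% CO2. Signal comes from ONE-Glo luciferase reagent after 30 min at room temperature.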
Gal4-VP16 FLuc: counter-screen for ROR gamma inhibitors: Gal4-VP16 reporter | AID 2546 | hit rate 3.5% among 310,000 | Drosophila S2 Gal4-VP16 UAS-luciferase, luminescence, 20 h | Potency, µM (highest dose often 53.6 µM), for inactives: top-dose activity, negative = inhibition, usual class: inhibitors;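 further: Gal4-VP16 expression switched on by copper sulfate through the metallothionein promoter; on the % scale 0 is the no-effect control and ±100 the full control effect; nearly all actives have a fitted effect of over 50% in size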
Starred values were filed as active, the others as inactive; [ ] = dose if it differs, or a comment. Unless noted, the call rests on the fitted dose curve; in most records, active means well fitted curve in the direction sought with a large enough effect; inconclusive means small, poorly fitted or top-dose-only effect, or another doubt; inactive means no such curve, though single readings can be large; an effect the other way counts as inactive or inconclusive. Potency means the concentration at half of the fitted maximal effect.

CC(=O)N1CCN(CC(=O)Nc2cc(F)ccc2C)CC1 was read as uPA surface inh 4%, p53 reactivator 4%, Rab9 promoter act 2%, RORgamma inh -35%[1.91 µM], NPC1 prom act 1%, FLuc modulator -1%, MBNL1 CUG block -5%, BRCA1 expr up -1%, ELG1 genotox 0% and Gal4-VP16 FLuc -16%.
CCOc1ccccc1N1CC(C(=O)N(C)Cc2cccnc2)CC1=O (stereo not drawn) was read as uPA surface inh 4%, p53 reactivator -4%, Rab9 promoter act 6%, RORgamma inh -6%, NPC1 prom act 0%, FLuc modulator -1%, MBNL1 CUG block 0%, BRCA1 expr up -1%, ELG1 genotox -1% and Gal4-VP16 FLuc -6%.
O=C1N(Cc2cccnc2)C[C@@H]2C[C@@H](c3ccc(C(F)(F)F)cc3)N3CCC[C@@]123 was read as uPA surface inh -5%, p53 reactivator 3%, Rab9 promoter act 9%, RORgamma inh inconclusive, NPC1 prom act -1%, FLuc modulator -3%, MBNL1 CUG block 4%, BRCA1 expr up -15%, ELG1 genotox -2% and Gal4-VP16 FLuc -1%.
COc1ccc(-c2nnc(SCC(=O)N3CCN(c4ccccc4)CC3)o2)cc1OC was read as uPA surface inh 9%, p53 reactivator -1%, Rab9 promoter act -6%, RORgamma inh -5%, NPC1 prom act -1%, FLuc modulator -2%, MBNL1 CUG block -10%, BRCA1 expr up 39%, ELG1 genotox 14% and Gal4-VP16 FLuc -9%.
Screening CCC1CN(C(=O)N2CCC(C(=O)NCCc3ccc(OC)cc3OC)CC2)c2ccccc2O1 (stereo not drawn) returned uPA surface inh -15%, p53 reactivator 4%, Rab9 promoter act 0%, RORgamma inh 9%, NPC1 prom act 0%, FLuc modulator 0%, MBNL1 CUG block 4%, BRCA1 expr up -8%, ELG1 genotox -10% and Gal4-VP16 FLuc -1%.
`COCCOC(=O)C1=C(N)Oc2c(oc(CO)cc2=O)C1c1c(F)cccc1Cl` (stereo not drawn) gave uPA surface inh 11%, p53 reactivator -1%, Rab9 promoter act -3%, RORgamma inh -31%, NPC1 prom act 1%, FLuc modulator 0%, MBNL1 CUG block -3%, BRCA1 expr up 2%, ELG1 genotox 5% and Gal4-VP16 FLuc 8%.
`O=C(Oc1ccc2ccccc2c1)c1cncc(Br)c1` gave uPA surface inh 2%, p53 reactivator 5%, Rab9 promoter act -1%, RORgamma inh inconclusive, NPC1 prom act 0%, FLuc modulator -15%, MBNL1 CUG block -6%, BRCA1 expr up -22%, ELG1 genotox 4% and Gal4-VP16 FLuc -3%.
For O=C(C1CC1)N1CCN=C1SCc1ccc(F)cc1 the results were uPA surface inh -2%, p53 reactivator 3%, Rab9 promoter act -7%, RORgamma inh 28%, NPC1 prom act -1%, FLuc modulator -3%, MBNL1 CUG block 0%, BRCA1 expr up 18%, ELG1 genotox -2% and Gal4-VP16 FLuc 13%.
Screening CC(C)NC(=O)CN1CCN(c2ncccn2)CC1 returned uPA surface inh 7%, p53 reactivator -13%, Rab9 promoter act 10%, RORgamma inh 2%[10 µM], NPC1 prom act 11%, FLuc modulator -5%, MBNL1 CUG block -12%, BRCA1 expr up 6%, ELG1 genotox 0% and Gal4-VP16 FLuc -5%.
For CCOC(=O)c1c(NC(=O)CSc2nnc(-c3ccccc3C)n2C)sc(C(C)=O)c1C the results were uPA surface inh -5%, p53 reactivator -12%, Rab9 promoter act -5%, RORgamma inh 8%, NPC1 prom act -9%, FLuc modulator -2%, MBNL1 CUG block 28%, BRCA1 expr up -42%, ELG1 genotox 2% and Gal4-VP16 FLuc 2%.
`O=C(O)C(C(=O)O)=C1C2CC3CC(C2)CC1C3` gave uPA surface inh 3%, p53 reactivator 1%, Rab9 promoter act -4%, RORgamma inh 39%, NPC1 prom act -7%, FLuc modulator 1%, MBNL1 CUG block 3%, BRCA1 expr up -9%, ELG1 genotox -1% and Gal4-VP16 FLuc -3%.
`CCN(CC)C1=N/C(=C\c2ccc(OC)cc2)C(=O)N1c1ccccc1` gave uPA surface inh -6%, p53 reactivator -5%, Rab9 promoter act -5%, RORgamma inh 0%, NPC1 prom act -2%, FLuc modulator 0%, MBNL1 CUG block -15%[11.5 µM], BRCA1 expr up 2%, ELG1 genotox -9% and Gal4-VP16 FLuc 3%.

2 entries picked at random from the list so far:
O=C1N(Cc2cccnc2)C[C@@H]2C[C@@H](c3ccc(C(F)(F)F)cc3)N3CCC[C@@]123 was read as uPA surface inh -5%, p53 reactivator 3%, Rab9 promoter act 9%, RORgamma inh inconclusive, NPC1 prom act -1%, FLuc modulator -3%, MBNL1 CUG block 4%, BRCA1 expr up -15%, ELG1 genotox -2% and Gal4-VP16 FLuc -1%.
`O=C(Oc1ccc2ccccc2c1)c1cncc(Br)c1` gave uPA surface inh 2%, p53 reactivator 5%, Rab9 promoter act -1%, RORgamma inh inconclusive, NPC1 prom act 0%, FLuc modulator -15%, MBNL1 CUG block -6%, BRCA1 expr up -22%, ELG1 genotox 4% and Gal4-VP16 FLuc -3%.

(more compounds)
CC(C)(C)NC(=O)C(c1ccc(Cl)cc1)N(Cc1ccco1)C(=O)CCl (stereo not drawn) was read as uPA surface inh 7%, p53 reactivator 11%, Rab9 promoter act 3%, RORgamma inh -25%, NPC1 prom act -7%, FLuc modulator 0%, MBNL1 CUG block -8%, BRCA1 expr up -20%, ELG1 genotox -7% and Gal4-VP16 FLuc 6%.
Cc1ccccc1CNC(=O)c1ccccc1NS(C)(=O)=O was read as uPA surface inh -12%, p53 reactivator 0%, Rab9 promoter act -1%, RORgamma inh 0%, NPC1 prom act -2%, FLuc modulator 7%, MBNL1 CUG block -1%, BRCA1 expr up 5%, ELG1 genotox -1% and Gal4-VP16 FLuc -8%.
COc1ccc(-c2cc(-c3n[nH]c(=S)n3-c3ccccc3OC)[nH]n2)cc1 was read as uPA surface inh 1%, p53 reactivator -6%, Rab9 promoter act -1%, RORgamma inh inconclusive, NPC1 prom act 0%, FLuc modulator inconclusive, MBNL1 CUG block -9%, BRCA1 expr up -30%, ELG1 genotox 8% and Gal4-VP16 FLuc inconclusive.
O=C(Cc1ccccc1[N+](=O)[O-])OCN1C(=O)c2ccccc2C1=O was read as uPA surface inh -6%, p53 reactivator 13%, Rab9 promoter act 10%, RORgamma inh 0%, NPC1 prom act -10%, FLuc modulator 9.5µM*, MBNL1 CUG block 24%, BRCA1 expr up -8%, ELG1 genotox 5% and Gal4-VP16 FLuc 17%.
COc1cccc2cc(C(=O)NC3CC4CCC3C4)oc12 (stereo not drawn) was read as uPA surface inh -1%, p53 reactivator 5%, Rab9 promoter act 2%, RORgamma inh 17%, NPC1 prom act -1%, FLuc modulator inconclusive, MBNL1 CUG block -4%, BRCA1 expr up 41%, ELG1 genotox 5% and Gal4-VP16 FLuc 29%.
`O=C(NCc1ccc2c(c1)OCO2)c1cccc(C(=O)NCc2ccc3c(c2)OCO3)c1` gave uPA surface inh 5%, p53 reactivator -2%, Rab9 promoter act -2%, RORgamma inh inconclusive, NPC1 prom act -2%, FLuc modulator -9%, MBNL1 CUG block 6%, BRCA1 expr up -32%, ELG1 genotox -20% and Gal4-VP16 FLuc -8%.
`NC(=O)NC(CC(=O)N1CCc2ccccc2C1)c1ccc(Cl)cc1` (stereo not drawn) gave uPA surface inh 0%, p53 reactivator -12%, Rab9 promoter act -1%, RORgamma inh 24%, NPC1 prom act -3%, FLuc modulator 0%, MBNL1 CUG block -3%, BRCA1 expr up -9%, ELG1 genotox -2% and Gal4-VP16 FLuc 6%.
O=C(Nc1cccc(C(F)(F)F)c1)c1cnccn1 was read as uPA surface inh -2%, p53 reactivator -1%, Rab9 promoter act -7%, RORgamma inh 27%, NPC1 prom act -1%, FLuc modulator -3%, MBNL1 CUG block 3%, BRCA1 expr up -11%, ELG1 genotox 0% and Gal4-VP16 FLuc 12%.
For CC(=O)c1ccc(S(=O)(=O)Nc2ccc(C(=O)NC3CC3)cc2)cc1 the results were uPA surface inh 7%, p53 reactivator 1%, Rab9 promoter act 0%, NPC1 prom act 4%, FLuc modulator -1%, BRCA1 expr up -2% and ELG1 genotox -2%.
For COc1ccc(/C=C(/NC(=O)c2ccccc2)C(=O)NC(Cc2c[nH]c3ccccc23)C(=O)O)cc1 (stereo not drawn) the results were uPA surface inh -1%, p53 reactivator 6%, Rab9 promoter act 0%, RORgamma inh -2%, NPC1 prom act 0%, FLuc modulator -4%, MBNL1 CUG block 8%, BRCA1 expr up 4%, ELG1 genotox 0% and Gal4-VP16 FLuc 0%.
For C=CCOn1c(C)c(C(C)=O)c2c3nonc3ccc21 the results were uPA surface inh 13%, p53 reactivator -5%, Rab9 promoter act -6%, RORgamma inh 0%, NPC1 prom act 0%, FLuc modulator -3%, MBNL1 CUG block inconclusive, BRCA1 expr up -18%, ELG1 genotox -10% and Gal4-VP16 FLuc 0%.
COc1ccccc1Oc1ccnc2cc(Cl)ccc12 was read as uPA surface inh 1%, p53 reactivator -10%, Rab9 promoter act 3%, RORgamma inh -30%, NPC1 prom act -1%, FLuc modulator -16%, MBNL1 CUG block -4%, BRCA1 expr up -3%, ELG1 genotox -12% and Gal4-VP16 FLuc 3%.
Screening O=C(NCCc1ccccc1)C(=O)c1c(-c2ccccc2)cc2ccccn12 returned uPA surface inh 3%, p53 reactivator -19%, Rab9 promoter act 0%, RORgamma inh 21%, NPC1 prom act -2%, FLuc modulator -1%, MBNL1 CUG block -1%, BRCA1 expr up -3%, ELG1 genotox -3% and Gal4-VP16 FLuc 5%.
